From PubChem BioAssay
mABHD4 FP: inhibitors of mouse ABHD4; Q8VD66; purified mABHD4, FP-Rh probe fluorescence polarization; inhibition, % at 8.92 µM; hit rate 0.54% among 370,000; AID 720543;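 active means inhibition exceeding the mean over every tested compound plus 3 SD, cut at about 30% in these data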;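 further: 0% = plate median of compound wells and 100% = S159A mutant with DMSO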
Target sequence (Q8VD66 whole entry, looked up): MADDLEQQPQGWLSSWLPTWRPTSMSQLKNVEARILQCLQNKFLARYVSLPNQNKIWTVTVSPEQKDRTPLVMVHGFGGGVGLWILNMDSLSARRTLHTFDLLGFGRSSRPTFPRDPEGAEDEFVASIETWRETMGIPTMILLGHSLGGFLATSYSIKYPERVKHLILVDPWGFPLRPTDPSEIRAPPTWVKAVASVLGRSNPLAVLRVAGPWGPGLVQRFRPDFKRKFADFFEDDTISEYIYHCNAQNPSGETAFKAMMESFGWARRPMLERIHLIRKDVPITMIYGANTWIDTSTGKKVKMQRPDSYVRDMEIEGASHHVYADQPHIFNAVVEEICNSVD
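Test system: mABHD4 protein | Buffer or medium: HEPES pH 7.0 buffer, 150 mM NaCl, 0.01% Pluronic F-127 | Probe or stimulus: FP-Rh fluorescent activity-based probe, added after compound pre-incubation | Timing: Pre-incubation 45 min, probe exposure 60 min, at 25 °C | Technique: Fluorescence polarization, excitation 525 nm, emission 598 nm, BODIPY TMR filters | Repeats: Single well per compound (singlicate)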
SIAE inh: blocks human sialic acid acetylesterase; Q9HAT2; SIAE FP-Rh probe binding, fluorescence polarization; inhibition, % at 9.66 µM; hit rate 0.69% among 370,000; AID 1053197;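 active means inhibition above a cutoff: mean of compounds within the control limits plus 3 SD of those, cut at about 17% in these data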;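 further: 0% = plate median of compound wells and 100% = probe without SIAE protein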
PRMT1 inh: blocks human protein arginine methyltransferase 1; recombinant PRMT1, activity-based probe fluorescence polarization; hit rate 1.3% among 370,000; inhibition, % at 2.79 µM;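 active means inhibition above about 21% made by adding two undisclosed values, limit read from the data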
TCR-CD3 inh: blocks the human TCR-CD3 interaction | inhibition, % at 9.4 µM | TAMRA-labeled TCR probe fluorescence, biochemical | AID 651800 | hit rate 0.37% among 360,000; in the data active means inhibition above about 19%;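 further: recombinant mutant TCR 2C K166C tagged with TAMRA read by polarization; 0% = receptor in buffer alone and 100% = receptor with positive control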
LEDGF integ inh: blocks HIV-1 LEDGF/p75-dependent DNA integration | hit rate 0.64% among 370,000 | inhibition, % at 3.7 µM | AID 743269 | TR-FRET IN-LEDGF/p75 DNA integration, Eu/Cy5;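 active means inhibition above the screen-wide mean plus 3 SD, cut at about 13% in these data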;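 further: signal is the Cy5 over europium emission ratio at 671 and 618 nm; 0% = plate median of compound wells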
rCAG binder: molecules binding r(CAG) RNA repeats; hit rate 1.3% among 370,000; r(CAG) RNA repeat, TO-PRO-1 dye displacement fluorescence; AID 651821; inhibition, % at 3 µM;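 active means inhibition above the plate cutoff, the mean of all test compounds on that plate plus 3 SD, cut at about 35% in these data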;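 further: 0% = DMSO alone and 100% = 100 µM mitoxantrone as full dye displacement; higher means more dye released from RNA so lower well fluorescence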
HTRA1 inhibitor: blocks human HTRA1 serine peptidase | Q92743 | recombinant HTRA1, FP-rhodamine activity-based probe, fluorescence polarization | inhibition, % at 5.96 µM | hit rate 0.5% among 340,000 | AID 504803; in the data active means inhibition above about 36%;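 further: 0% = enzyme with DMSO and 100% = wells lacking enzyme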
Target sequence (Q92743 whole entry, looked up): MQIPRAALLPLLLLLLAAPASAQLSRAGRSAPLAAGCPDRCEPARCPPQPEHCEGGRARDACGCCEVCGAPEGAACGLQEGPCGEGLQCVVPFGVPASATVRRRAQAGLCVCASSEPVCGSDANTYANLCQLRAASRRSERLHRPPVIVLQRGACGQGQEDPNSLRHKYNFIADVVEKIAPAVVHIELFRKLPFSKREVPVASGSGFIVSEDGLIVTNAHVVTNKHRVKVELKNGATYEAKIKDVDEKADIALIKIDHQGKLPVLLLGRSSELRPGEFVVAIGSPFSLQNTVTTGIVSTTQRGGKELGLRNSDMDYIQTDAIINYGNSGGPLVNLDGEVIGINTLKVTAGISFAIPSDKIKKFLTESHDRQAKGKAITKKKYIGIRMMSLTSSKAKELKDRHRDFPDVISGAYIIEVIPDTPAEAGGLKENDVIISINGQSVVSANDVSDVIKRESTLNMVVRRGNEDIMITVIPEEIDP
TDP2 absorb: TDP2 (human) inhibition, absorbance primary screen. recombinant TDP2, T5PNP hydrolysis, p-nitrophenol absorbance 415 nm. inhibition, % at 12.8 µM. hit rate 0.34% among 370,000. O95551;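 active means inhibition above the mean of all tested compounds plus 3 SD, set per campaign, cut at about 25% in these data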;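 further: 0% = DMSO with enzyme and 100% = buffer with substrate but no TDP2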
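Incubation: 2 h at 37 °C; Test system: recombinant human TDP2; Quantity: enzyme 120 nM; Read-out basis: percent inhibition; Medium: 50 mM Tris-HCl pH 7.5 with Mg2+, KCl, DTT, BSA; Repeats: single replicate; Compound: 12.8 µM single point, 1% DMSO; Signal: epi absorbance; Reagent: 5 mM T5PNP chromogenic substrate; Benchmarks: no-enzyme high, DMSO-plus-enzyme low.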
MBD2 DNA inh: MBD2-methylated oligo binding inhibition | hit rate 0.31% among 370,000 | Q9UBB5 | AID 686964 | inhibition, % at 4.4 µM | TR-FRET, MBD2 binding to methylated oligonucleotide; in the data active means inhibition above about 13%
GC-B act: GC-B (human) receptor activation; activation, % at 10 µM; AID 1920062; hit rate 0.11% among 370,000; HEK293-GC-B cells, CNP EC30, cGMP TR-FRET; 0% at EC30 CNP, 100% saturating CNP;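 active means activation at 10 µM reaching about 35% in either raw or pattern-adjusted values, limit read from the data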
* hit, by the source's call; / = not tested or not shown.

SMILES	mABHD4 FP	SIAE inh	PRMT1 inh	TCR-CD3 inh	LEDGF integ inh	rCAG binder	HTRA1 inhibitor	TDP2 absorb	MBD2 DNA inh	GC-B act
Cc1ccc2ccc(C#N)cc2c1O	22	6	5	8	-5	2	5	-3	-8	4
CC1CCCN(C(=O)Cc2cccc3ccccc23)C1 (stereo not given)	-1	0	0	-8	-4	-5	6	3	0	7
Cc1cc(C)c(C)c(S(=O)(=O)N2CCNC(=O)C2)c1C	5	0	0	-5	-8	0	1	-9	3	2
COc1ccccc1-n1c(=O)[nH]c2c(C(N)=O)nc(-c3cccnc3)nc21	4	0	-4	10	-3	2	-2	-2	-3	-11
CC1CN(CC(=O)NC(C)c2ccccc2)CC(C)O1 (stereo not given)	-4	3	1	-6	-1	-2	5	1	6	1
Cc1ccnc(N2CCC(C(=O)NNC(=O)COc3cccc4ccccc34)CC2)n1	5	-2	2	6	2	-2	1	-10	-1	-10
COc1cccc(-n2c(SCC(=O)NCCc3ccccc3)nnc2-c2ccoc2C)c1	5	-6	0	0	14*	0	-7	21	17*	-25
O=C(CCCN1C(=O)/C(=C/c2cccs2)SC1=S)NNC(=O)c1ccc(F)cc1	2	-1	0	-1	1	1	1	2	2	0
CCCCCN1CCCCC(NC(=O)c2ccccc2C)C1=O (stereo not given)	5	3	3	/	-1	2	/	-2	-2	-4
CCN1C(=O)/C(=C/C2=Cc3ccccc3OC2C)SC1=S (stereo not given)	-4	-5	-4	7	4	2	/	10	-4	-3
S=c1[nH]nc(COc2ccccc2)n1/N=C/c1ccco1	9	-1	0	2	2	3	-4	1	-2	2
C/C(CC(=O)Nc1ccccc1C#N)=N\NC(=O)c1ccncc1	0	9	1	0	-2	1	1	11	-2	-1
COc1ccc(C(=O)c2ccc(Cl)cc2)c(OC)c1OC	-2	-3	1	1	3	-1	4	-2	5	-1
CCOC(=O)N1CCN(C(=O)c2sc3nc(-c4ccc(F)cc4)cn3c2C)CC1	2	-5	1	7	1	-1	-3	-7	1	7
CCOC(=O)CSc1nnc(CCCCCN2C(=O)c3cccc4cccc(c34)C2=O)o1	5	-4	4	-7	-7	3	-6	-8	-1	30
CC1Sc2ccc(S(=O)(=O)NCc3ccccc3)cc2NC1=O (stereo not given)	-2	-5	-3	-4	3	0	1	5	-1	-5
CCCCn1nnnc1SCC(=O)NNC(=O)c1ccco1	-1	5	-1	8	2	-2	-1	11	-3	0
COC(=O)c1ccc(C(c2c(N)n(CC(C)C)c(=O)[nH]c2=O)N2CCN(c3ccccc3)CC2)cc1 (stereo not given)	-10	2	-4	3	2	-2	-4	0	1	0
CCOc1ccccc1C(=O)NCC(=O)OCC(=O)NCCc1ccc(S(N)(=O)=O)cc1	-3	-2	-2	0	-1	1	-2	3	2	1
COc1ccc(NC(=S)NCc2cccn2C)cc1	7	2	2	3	-7	2	5	-2	-9	-3
CC(C)OC(=O)C1C(=O)CC(C)(O)C(C(=O)OC(C)C)C1c1cccnc1 (stereo not given)	-5	3	-2	-1	0	-3	-4	2	1	3
CC1(C)CC2CC(C)(CN2C(=O)c2cccs2)C1 (stereo not given)	3	1	-2	3	0	-6	0	15	-6	6
O=S(=O)(Cc1ccc(Cl)cc1)NCc1ccc2c(c1)OCO2	1	5	1	-2	1	0	-6	-1	0	1
Cc1cc(=O)oc2ccc(OC(=O)CC(C)C)cc12	-3	0	3	-3	-3	-1	8	-3	-4	5
CC(=O)N(CCc1ccccc1C)Cc1cc2cc3c(cc2[nH]c1=O)OCO3	-1	1	0	4	1	2	2	4	4	-15
O=C(CCl)Nc1cccc(Oc2ccccc2)c1	0	9	1	-7	-3	-4	-11	7	3	-4
Cc1cc(C)c(S(=O)(=O)N2CCCCCC2)cc1Br	-4	-1	-1	2	-1	-2	-11	0	3	-1
CC1C(=O)N(Cc2cn(Cc3ccco3)nn2)CCS(=O)(=O)N1Cc1ccc(-c2cccnc2)cc1 (stereo not given)	-1	1	16	6	17*	27	/	-7	10	-6
Cc1ccc(S(=O)(=O)N(C)C[C@@H]2OCCCC[C@@H](C)Oc3ccc(NS(=O)(=O)c4c(C)noc4C)cc3C(=O)N([C@H](C)CO)C[C@@H]2C)cc1	5	3	-2	-8	1	13	-20	6	-2	-1
CCN1CCN(c2cc(C)c3cc(NC(=O)c4ccc5c(c4)OCO5)ccc3n2)CC1	9	2	-4	-7	0	3	2	-4	1	6

12 of these compounds, reformatted.
Each structure is followed by: mABHD4 FP, SIAE inh, PRMT1 inh, TCR-CD3 inh, LEDGF integ inh, rCAG binder, HTRA1 inhibitor, TDP2 absorb, MBD2 DNA inh, GC-B act
- CC1Sc2ccc(S(=O)(=O)NCc3ccccc3)cc2NC1=O (stereo not given)
    -2, -5, -3, -4, 3, 0, 1, 5, -1, -5
- CCCCn1nnnc1SCC(=O)NNC(=O)c1ccco1
    -1, 5, -1, 8, 2, -2, -1, 11, -3, 0
- COC(=O)c1ccc(C(c2c(N)n(CC(C)C)c(=O)[nH]c2=O)N2CCN(c3ccccc3)CC2)cc1 (stereo not given)
    -10, 2, -4, 3, 2, -2, -4, 0, 1, 0
- CCOc1ccccc1C(=O)NCC(=O)OCC(=O)NCCc1ccc(S(N)(=O)=O)cc1
    -3, -2, -2, 0, -1, 1, -2, 3, 2, 1
- COc1ccc(NC(=S)NCc2cccn2C)cc1
    7, 2, 2, 3, -7, 2, 5, -2, -9, -3
- CC(C)OC(=O)C1C(=O)CC(C)(O)C(C(=O)OC(C)C)C1c1cccnc1 (stereo not given)
    -5, 3, -2, -1, 0, -3, -4, 2, 1, 3
- CC1(C)CC2CC(C)(CN2C(=O)c2cccs2)C1 (stereo not given)
    3, 1, -2, 3, 0, -6, 0, 15, -6, 6
- O=S(=O)(Cc1ccc(Cl)cc1)NCc1ccc2c(c1)OCO2
    1, 5, 1, -2, 1, 0, -6, -1, 0, 1
- Cc1cc(=O)oc2ccc(OC(=O)CC(C)C)cc12
    -3, 0, 3, -3, -3, -1, 8, -3, -4, 5
- CC(=O)N(CCc1ccccc1C)Cc1cc2cc3c(cc2[nH]c1=O)OCO3
    -1, 1, 0, 4, 1, 2, 2, 4, 4, -15
- O=C(CCl)Nc1cccc(Oc2ccccc2)c1
    0, 9, 1, -7, -3, -4, -11, 7, 3, -4
- Cc1cc(C)c(S(=O)(=O)N2CCCCCC2)cc1Br
    -4, -1, -1, 2, -1, -2, -11, 0, 3, -1

The list continues:
SMILES	mABHD4 FP	SIAE inh	PRMT1 inh	TCR-CD3 inh	LEDGF integ inh	rCAG binder	HTRA1 inhibitor	TDP2 absorb	MBD2 DNA inh	GC-B act
CCOCC(=O)Nc1cc([N+](=O)[O-])ccc1OC	-4	6	-2	5	5	-2	8	-1	-3	-2
COc1ccc(OC)c2c1sc(=NC(=O)C1COc3ccccc3O1)n2C (stereo not given)	4	-2	2	-3	0	5	-6	14	-6	-10
O=C(Nc1cc(Cl)ccc1N1CCOCC1)c1cccnc1	-8	-14	3	-7	1	-7	3	-8	3	-4
O=C(CSc1nc2c(cnn2-c2ccc(F)cc2)c(=O)[nH]1)N1CCOCC1	-3	-1	3	9	-4	8	5	-12	1	-1
COc1ccc(NC2=C(C(C)=O)C(c3ccccc3)C(C(C)=O)C(C)(O)C2)cc1 (stereo not given)	4	7	-1	-6	-3	-4	8	0	1	-1
CC(=O)c1sc(NC(C)c2ccccc2)nc1C (stereo not given)	-3	8	-1	3	0	0	-1	18	3	-3
Cc1cccc(NC(=O)CN2C(=O)S/C(=C\C(=O)Nc3ccc(Cl)cc3)C2=O)c1	-7	0	-3	4	1	3	1	-3	0	-1
O=S(=O)(c1cc(Cl)ccc1Cl)N1CCN2CCCC2C1 (stereo not given)	-4	-1	1	2	-3	-8	7	7	1	5
O=C(CSc1nc2ccsc2c(=O)n1Cc1ccccc1)NCc1ccco1	-6	5	5	7	-1	-1	-3	3	-1	2
Fc1ccc(-c2nnc(NC3=NCCCCC3)o2)cc1	-1	3	-4	0	4	-7	5	5	-3	-2
Cc1cc2c(cc1S(=O)(=O)N1CCCCC1)OCC(=O)N2	2	0	0	0	1	2	1	-9	2	3
CCOC(=O)c1cc2ccccc2n1C1CCN(CCc2ccccc2)CC1	9	-2	-9	4	3	0	/	-3	-5	0
CCCCNC(=O)C[C@H]1C[C@@]2(C(=O)OC)C(=C[C@H](COCc3ccccc3)O[C@@H]2C)N(Cc2ccco2)C1=O	4	6	-3	/	1	1	/	9	-3	2
CCN(C(=O)CSc1nnc(-c2ccc(OC)cc2)n1N)c1c(N)n(Cc2ccccc2)c(=O)[nH]c1=O	8	6	36*	-1	0	0	8	3	2	-5
Cc1cccc(N2CCN(C(=O)NC(C)c3ccc(F)c(F)c3)CC2)c1C (stereo not given)	-3	1	1	0	-1	-5	-13	2	-6	0
Cc1nc(NC(=O)CSc2nnc(-c3ccncc3)n2C)sc1C	-4	1	-3	10	2	1	-2	17	-2	-5

An excerpt (hit frequency here may not be typical).
